JMJD2C inh: human JMJD2C demethylase inhibition | Q9H3R0 | GST-JMJD2C(1-420) H3K9me3 demethylation, DELFIA europium | inhibition, % at 2.35 µM | 330,000 compounds, 0.069% hits;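 active means more than half of a compound's replicate wells show inhibition beyond 50%, single wells judged on their own value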;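 further: signal counts dimethyl H3K9 product captured on neutravidin plate; 0% = median of DMSO wells and 100% = 0.3 times that DMSO median; strong numbers were not always called active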
Target sequence (Q9H3R0 1-420 limits assumed): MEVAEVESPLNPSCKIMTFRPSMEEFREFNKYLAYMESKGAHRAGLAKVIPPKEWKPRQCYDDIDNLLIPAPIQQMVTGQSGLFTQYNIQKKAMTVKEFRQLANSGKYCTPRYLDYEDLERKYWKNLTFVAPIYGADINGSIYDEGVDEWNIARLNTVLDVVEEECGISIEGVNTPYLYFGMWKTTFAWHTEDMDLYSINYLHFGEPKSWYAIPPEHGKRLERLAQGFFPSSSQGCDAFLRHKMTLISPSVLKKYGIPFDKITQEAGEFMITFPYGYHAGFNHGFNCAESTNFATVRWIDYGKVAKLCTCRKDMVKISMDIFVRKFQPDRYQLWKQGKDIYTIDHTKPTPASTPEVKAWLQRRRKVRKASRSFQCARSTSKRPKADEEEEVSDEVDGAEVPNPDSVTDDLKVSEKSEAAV
Efflux pump mplx: inhibitors of Candida antifungal efflux pumps expressed in yeast; S. cerevisiae Candida pump triplex, Nile Red efflux; inhibition, % at 10 µM; 330,000 compounds, 0.44% hits; AID 485275;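 active means plate passing quality check with inhibition over a set limit, or well fluorescence over plate mean plus 4 SD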;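 further: Nile Red retained in pooled yeast measured as flow cytometry median fluorescence; 0% = buffer negative control and 100% = Enniatin B positive control; higher means more Nile Red kept so more efflux inhibition; some compounds called inactive have numbers as strong as hits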
* marks the source's active call; other numbers are inactive results. Some of the compounds tested (hit frequency here may not be typical).

JMJD2C inh	Efflux pump mplx	smiles
3	-0.1	O=c1[nH]c2c(oc3ccccc32)c(=O)n1Cc1ccccc1
-37	-2.7	Cc1nc(CCNC(=O)C2CCC(=O)N(CCc3cccc(F)c3)C2)sc1C (stereo not given)
4	0.0	COc1cccc(/C=C2/C(=O)NN(c3ccc(Br)cc3)C2=O)c1O
-8	0.1	COc1cc(C(=O)Nc2ccc3c(c2)ncn3C(C)(C)C)cc(OC)c1OC
-6	0.1	C/C(=N\NC(N)=O)C1CC(Cc2ccccc2)C(=O)O1 (stereo not given)
6	-0.3	Cc1c(CCC(=O)O)c(=O)oc2c(C)c3occ(-c4ccc(Br)cc4)c3cc12
-8	-0.1	COc1ccc(N2C(=O)c3cccc4c(N(C)CCO)ccc(c34)C2=O)cc1
15	-0.1	O=C(NCc1ccccc1)C1CCCN1C(=O)Nc1ccccc1[N+](=O)[O-] (stereo not given)
2	0.0	O=C(C(O)c1ccccc1)N1N=C(c2ccccc2)CC1(O)C(F)(F)F (stereo not given)
5	-0.2	CCOc1ccc(NC(=O)CN2CCN(CC(=O)Nc3ccc(C(N)=O)cc3)CC2)cc1
8	0.1	O=C(O)c1cccc(Nc2nc(-c3cc4ccccc4oc3=O)cs2)c1
2	0.0	COc1cc(C=O)ccc1OCC(=O)Nc1ccccc1N1CCOCC1
4	-0.2	O=C(/C=C/c1ccc(F)cc1)NC(=S)Nc1ccccc1
-6	-0.2	O=C(O)c1ccc2c(c1)C(=O)N(CCc1c[nH]c3ccccc13)C2=O
-5	0.1	O=C(NNC(=O)C1C2C=CC(C2)C1C(=O)O)c1cc(Cl)ccc1O (stereo not given)
5	0.1	Cc1cc(C)c(S(=O)(=O)NCc2ccc3c(c2)OCO3)c(C)c1
4	0.0	Cc1ccc(S(=O)(=O)NNC(=O)CCC(=O)Nc2ccccc2Cl)cc1
-4	0.1	O=C(NCCCn1ccnc1)c1ccc(Br)s1
7	0.0	COCCNC(=O)CCc1nc2cccnc2n1Cc1ccc(OC)cc1
8	0.2	COc1cc(CN2CCN(Cc3c[nH]c4ccccc34)CC2CCO)cc(OC)c1 (stereo not given)
2	-0.1	CCN(c1ccccc1C(=O)O)S(=O)(=O)c1ccc2[nH]c(=O)[nH]c2c1
3	0.3	Nc1nc(-c2ccc3c(c2)OCCO3)c(CC(=O)O)s1
-3	-0.2	CC(C)C[C@H](NC(=O)c1cc2cc(Cl)ccc2n1C)C(=O)N1CCC(C(=O)O)CC1
4	0.2	COc1ccc2ccccc2c1CN1CCSCC1
2	-0.1	Cc1onc(-c2ccccc2Cl)c1C(=O)N(C)Cc1ccccc1
0	0.0	COc1cc(CNc2ccc3[nH]c(=O)[nH]c3c2)ccc1OCc1ccc(F)cc1Cl
-2	0.0	O=C(NCc1ccccn1)c1ccc(NS(=O)(=O)c2cccc(Cl)c2)cc1
0	-0.1	COCCc1ncc(CN2CCC(C(=O)Nc3ccc(-n4cccn4)cc3)CC2)cn1
-14	0.5	O=C(c1cccc(C(F)(F)F)c1)C1CCCN(C(=O)/C=C/c2cnc[nH]2)C1 (stereo not given)
12	-0.1	CCc1ccc(OCC(=O)NNC(=S)NC(=O)C2CC2)c(Br)c1
6	0.1	Cc1cc(C(=O)Nc2cccc(NC(=O)c3ccco3)c2)ccc1[N+](=O)[O-]
-1	-0.3	CSc1ncc(C(=O)Nc2cccnc2)c(C(F)(F)F)n1
8	0.0	COc1ccc(CN2CCNC(=O)C2CC(=O)N(C)Cc2cc(C)no2)cc1OC (stereo not given)
7	1.9	COc1ccc(OC)c(CNC(=O)C2CCC(=O)N(CCCN3CCCC3=O)C2)c1 (stereo not given)
7	0.1	CC(C)Oc1cccc(C(=O)N/N=C/c2ccoc2)c1
3	0.0	O=C(O)CC(NS(=O)(=O)Cc1ccccc1)c1cccc([N+](=O)[O-])c1 (stereo not given)
-3	1.6	CCCCn1c2ccc(F)cc2c2nnc(SCCN3CCOCC3)nc21
-9	0.0	CC1=NN(C(N)=S)C(=O)C1N=Nc1ccc(Cl)cc1 (stereo not given)
-2	0.3	Cc1cc(C)cc(NC(=O)N2CCc3ccccc3C2)c1
4	-0.1	Cc1noc(NS(=O)(=O)c2ccc(NC(=O)/C=C/c3ccc(Br)cc3)cc2)c1C
2	0.0	CC(C)c1ccc(OCC(O)CN2CCCC2)cc1 (stereo not given)
12	0.1	CC(=O)Nc1ccc(S(=O)(=O)NC(C)c2ccccc2)cc1 (stereo not given)
13	0.0	COc1ccc(/C=C2\SC(N)=NC2=O)cc1
8	0.0	O=C(CCl)NNc1nc(-c2ccccc2)c2cc(Cl)ccc2n1
-3	0.1	COC(CNS(=O)(=O)c1ccc(S(=O)(=O)NC2CC2)cc1)OC
1	-0.1	O=C(O)c1ccc(NC(=O)c2ccc(COc3ccc(Cl)cc3)o2)cc1
-8	0.0	Cc1ccc(NC(=S)N2CC(C)OC(C)C2)cc1C (stereo not given)
-8	0.2	O=[N+]([O-])c1ccc(NCCN2CCOCC2)c([N+](=O)[O-])c1
9	0.1	COCCSc1ccccc1C(=O)N1CCc2ccccc21
-3	0.1	O=C(C1CCN(S(=O)(=O)c2ccccc2)CC1)N1CCCCCC1
3	0.0	CC(C)n1cc(CN2CCC(n3nccc3NC(=O)CCCc3ccccc3)CC2)cn1
-5	0.0	Cc1ccccc1/C=C/c1cccc[n+]1C
13	0.0	CCCNC(=O)Nc1cc(OC)c(OC)cc1Cc1nccc2cc(OC)c(OC)cc12
0	0.0	O=c1nccc(N/N=C/c2ccccc2)[nH]1
1	-0.1	CCC1CN(C(=O)NCc2ccc(F)cc2)c2cc(Cl)ccc2O1 (stereo not given)
1	-0.1	O=C(CC1C(=O)NCCN1Cc1cccc(C(F)(F)F)c1)NC1CCOCC1 (stereo not given)
-2	-0.2	COc1ccc([C@H]2CC(=O)C=C(c3ccc(OC)c(F)c3)C2)cc1
-2	-0.3	Cc1ccc(N2C(=O)N(CC(=O)Nc3ccccc3C)C(=O)C2C)cc1 (stereo not given)
-8	-0.1	CSCc1ccc(C(=O)NC(C)c2ccc(-n3ccnc3)cc2)cc1 (stereo not given)
27	0.0	CCCCOc1ccc(NC(=O)CN2CCN(CC)CC2)cc1

Compounds above with an aryl thioether with sulfur outside any ring:
JMJD2C inh	Efflux pump mplx	smiles
-1	-0.3	CSc1ncc(C(=O)Nc2cccnc2)c(C(F)(F)F)n1
-3	1.6	CCCCn1c2ccc(F)cc2c2nnc(SCCN3CCOCC3)nc21
9	0.1	COCCSc1ccccc1C(=O)N1CCc2ccccc21

In the list so far, these contain a nitro group on carbon:
JMJD2C inh	Efflux pump mplx	smiles
15	-0.1	O=C(NCc1ccccc1)C1CCCN1C(=O)Nc1ccccc1[N+](=O)[O-] (stereo not given)
6	0.1	Cc1cc(C(=O)Nc2cccc(NC(=O)c3ccco3)c2)ccc1[N+](=O)[O-]
3	0.0	O=C(O)CC(NS(=O)(=O)Cc1ccccc1)c1cccc([N+](=O)[O-])c1 (stereo not given)
-8	0.2	O=[N+]([O-])c1ccc(NCCN2CCOCC2)c([N+](=O)[O-])c1

Next part.
JMJD2C inh	Efflux pump mplx	smiles
8	0.1	O=C(N/N=C/c1ccccc1)C1CCCN1C(=O)c1cc([N+](=O)[O-])cc([N+](=O)[O-])c1 (stereo not given)
-14	0.1	CN(C(=O)c1ccoc1)c1ccc2ccccc2c1
-4	0.0	O=C(N/N=C/c1ccoc1)c1ccc([N+](=O)[O-])cc1
-1	0.0	N#C/C(=C\c1cccc(Cl)c1)C(=O)c1ccccc1
28	-0.1	N#CC1=C(N)Oc2cc(O)c(Cl)cc2C1c1cccnc1 (stereo not given)
3	0.1	COc1ccc(C(=O)c2sc(Nc3ccccc3)nc2N)cc1
-7	-1.3	Cc1ccnc(NC(=O)CCNC(=O)c2ccc(Cl)cc2)c1
2	-0.1	CC(=O)c1ccc(NC(=O)NC2CCCCCCC2)cc1
5	-0.1	Cc1cc(=O)oc2c3c(cc(OCC(=O)N[C@@H](C)C(=O)O)c12)OC(C)(C)CC3
21	-0.1	CC(=O)c1ccc(NC(=O)C2CCCC2)cc1
17	0.0	Cc1cccc(NC(=O)Nc2cccnc2)c1C
2	0.1	Cc1ccc2[nH]c3c(NCc4ccccc4)ncnc3c2c1
14	-0.2	O=C(NCc1cnc2ccccn12)C1CCC(=O)N(Cc2ccccc2F)C1 (stereo not given)
4	-0.1	C/C(=N\Nc1nccnc1Cl)c1ccc(Br)cc1
-2	0.0	CCCc1cc(C(=O)N2CCCC(CO)(CCCc3ccccc3)C2)n(C)n1 (stereo not given)
-12	0.0	COc1cc(/C=C/c2[nH]c(=O)[nH]c(=O)c2[N+](=O)[O-])cc(OC)c1O
0	0.0	CN(CCc1ccccc1)c1ccc([N+](=O)[O-])cn1
-4	0.1	CCOc1ccc(NC(=O)NC2CCCCCCC2)cc1
-2	0.5*	CCc1ccc(N=C2NC(=O)/C(=C/c3cc(OC)c(O)c(OC)c3)S2)cc1
-2	-0.1	COCCC(=O)N1CCC(Oc2ccc(C(=O)N3CCC[C@H]3CO)cc2)CC1
-2	0.0	Cc1nc(NC(=O)C2CC2)sc1C(=O)Nc1ccccc1Cl
-4	-0.1	Cc1ccc(NC(=S)Nn2cnnc2)c(C)c1
0	0.0	CCCCNC(=O)[C@@H]1CSC2c3ccccc3C(=O)N21 (stereo not given in full)
-9	0.1	O=C(/C=C/c1ccc2c(c1)OCO2)N1CCCCC1
19	0.1	O=[N+]([O-])c1ccc(N=Nc2ncc[nH]2)cc1
-3	-0.1	CCc1nc2oc3ccc(C)cc3c(=O)c2cc1C(=O)OC
-3	-0.1	COc1ccc(CCNc2ncnc3sc(C)cc23)cc1OC
6	0.0	Oc1ccc(Br)cc1/C=N/n1c(COc2ccccc2)n[nH]c1=S
-4	0.0	O=C(CCn1cccn1)N1CCCC(N2CCN(c3cccc(Cl)c3)CC2)C1 (stereo not given)
-2	-0.1	Cc1cccc(CN2CCCC(C(=O)Nc3ccc(-c4cscn4)cc3)C2)c1 (stereo not given)
-5	-0.4	CSCC[C@H](NC(=O)Cc1c(C)c2c(cc(C)c3c(C)c(C)oc32)oc1=O)C(=O)O
6	0.1	Fc1ccc(CNc2ccccn2)cc1
2	-0.2	C/C(=N\NC(=O)NC1CCCCC1)c1ccc(Cl)s1
5	-0.3	COC(=O)c1c(NC(=O)C2CC(C)=C(C)CC2C(=O)O)sc2c1CCCCC2 (stereo not given)
4	-1.3	CCN(CC)C(=O)c1nn(Cc2ccccc2)c(=O)c2ccccc12
-2	0.0	O=C(O)Cn1c(=O)n(Cc2ccccc2)c2ccccc21
10	0.0	O=C(Nc1ccc(Cn2ccnc2)cc1)c1cccc(C(F)(F)F)c1
4	0.0	O=C(Cc1c(Cl)cccc1Cl)N/N=C/c1cccnc1
-4	0.1	COc1ccccc1C(=O)NC(=O)COC(=O)C1CC2CCCC(C1)C2=O (stereo not given)
-5	0.1	CN(C)c1ccc(NC(=O)C2C3C=CC(C3)C2C(=O)O)cc1 (stereo not given)
1	-0.2	Cn1c(SCC(=O)c2ccc(O)c(O)c2)nnc1-c1ccccc1
-3	-0.2	OCc1nnn(-c2ccccc2)c1CO
12	0.0	CC(=O)N1N=C(c2cccc(O)c2)CC1c1cccs1 (stereo not given)
-1	0.0	CC(=O)c1cccc(OCC(O)CNCC2CCCCC2)c1 (stereo not given)
1	-0.1	COc1ccccc1NC(=O)c1cc2cc(Br)ccc2oc1=N
-2	0.0	S=C(Nc1cc(Cl)ccc1Oc1ccccc1)N1CCN(c2ccccn2)CC1
32	0.1	Cc1ccccc1C(=O)Nc1ccc2c(c1)OCCO2
8	-0.1	Cc1c(-c2cccc(Cl)c2)nc2ccccc2c1C(=O)NC1CC1
3	0.1	COc1ccc(NC(=O)CCC(=O)c2ccc(C(C)C)cc2)cc1
-9	-0.7	COc1cc(/C=C/C(=O)OCN2C(=O)c3ccccc3C2=O)ccc1OC(F)F
-5	-0.1	CNC(=S)N1CCC(Cc2ccccc2)CC1
5	0.2	O=C(N/N=C\C=C\c1ccc([N+](=O)[O-])o1)c1cccs1
-9	0.1	CCOC(=O)N1CCN(C(=O)CCc2ccc(S(=O)(=O)NC(C)(C)C)cc2)CC1
-2	0.1	COc1cc(/C=N/NC(=S)NCCc2ccccc2)cc(OC)c1OC
-6	0.0	c1ccc(N2CCN(CC3CCCCC3)CC2)cc1
-7	0.1	Cc1ccccc1CN1CCN(C(=O)c2ccc(F)cc2)CC1
0	0.0	COc1ccc(/C(C)=N/NC2=NCCN2)cc1Cl
4	0.1	CC(=O)Nc1ccc(S(=O)(=O)NC2C3(C)CCC(C3)C2(C)C)cc1 (stereo not given)
-5	0.0	COC(=O)c1sccc1NC(=O)Nc1cc(C)ccc1OC
9	-0.1	Cc1nc(-c2cccc(NC(=O)c3ccc(Br)o3)c2)cs1
4	-0.1	CC(C)(C)c1ccc(/C=N/Nc2nncn2N)cc1
-4	0.0	S=C(Nc1nc2c(s1)CCCC2)NC1CC1

An excerpt from above in order of molecular weight, highest first.
JMJD2C inh	Efflux pump mplx	smiles
1	-0.1	COc1ccccc1NC(=O)c1cc2cc(Br)ccc2oc1=N
1	-0.2	Cn1c(SCC(=O)c2ccc(O)c(O)c2)nnc1-c1ccccc1
12	0.0	CC(=O)N1N=C(c2cccc(O)c2)CC1c1cccs1 (stereo not given)
0	0.0	COc1ccc(/C(C)=N/NC2=NCCN2)cc1Cl
-6	0.0	c1ccc(N2CCN(CC3CCCCC3)CC2)cc1

Compound activity from PubChem.
